# HCV NS3h FP = HCV NS3 helicase inhibitors, primary screen, biochemical, fluorescence polarization, ChemBridge library; inhibition, % at 100 µM; hit rate 1.6% among 16,000; Hepatitis C virus NS3 helicase; NS3h Cy5-dT15 DNA binding;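 active means inhibition above the average over every tested compound plus 3 SD, cut at about 40% in these data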
# Cy5 interf NS3h = Cy5 fluorescence quenchers or enhancers, artefact control for HCV NS3 helicase inhibitor project, biochemical, ChemBridge library, Cy5 readout; Cy5-dT15 DNA with NS3h, fluorescence interference; actives lie on both sides; signal over control mean, under 1 quenches; fluorescence interference ratio at 100 µM; hit rate 6% among 16,000;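 active means compound fluorescence over control fluorescence at most 0.8, a quencher, or at least a set upper limit, an enhancer; inactive means ratio between 0.8 and the set upper limit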
# Numbers without * were called inactive.
# Sample of the layout:
SMILES,HCV NS3h FP,Cy5 interf NS3h
CC(=O)c1ccc(NC(=S)NC(=O)/C=C/c2ccccc2)cc1,5.1,1.06
COc1ccccc1N(CC(=O)N(C)Cc1ccccc1)S(=O)(=O)c1ccccc1,19.7,1.06
Cc1nc2ccccc2n1S(=O)(=O)c1ccc(F)cc1,18.2,0.948
O=C1NN(c2ccccc2)C(=O)/C1=C/c1ccc(Br)o1,93.5*,1
O=[N+]([O-])c1ccc(NN=C2CCCCC2)c([N+](=O)[O-])c1,-4.5,0.921
O=C(NCc1cccnc1)c1c(Cl)cccc1Cl,2.7,1.06
COc1ccccc1N1CCN(C(=O)COc2ccccc2)CC1,0.0,1.01
O=C(Nc1ccc2c(c1)oc1ccccc12)c1cccc2ccccc12,5.2,0.947
O=C1C2C3C=CC(CC3)C2C(=O)N1c1ccc2c(c1)OCO2 (stereo not given),1.8,1.03
COc1cc(/C=c2/sc3nc4ccccc4n3c2=O)cc(I)c1OCc1ccccc1,4.6,1.02
O=C(O)/C=C/C(=O)Nc1ccc(-c2ccc(NC(=O)/C=C/C(=O)O)cc2)cc1,21.0,0.894
CC(C)(C)c1ccc(C(=O)NCCSc2nc3ccccc3s2)cc1,11.7,0.985
O=C(NC(=S)Nc1ccc(NC(=O)c2ccco2)c(Cl)c1)c1ccco1,1.3,0.938
CCc1ccccc1NC(=O)CN(c1ccc(C)cc1)S(=O)(=O)c1ccc(SC)cc1,17.7,0.865
CCOC(=O)C1=NNC2C(=O)N(c3ccccc3C)C(=O)C12 (stereo not given),0.7,1.03
CCc1ccccc1NC(=O)CN(c1ccc(OC)cc1)S(=O)(=O)c1ccc(C)cc1,12.8,0.968
CCc1ccc(NC(Nc2ccc(CC)cc2)=C(S(=O)(=O)CC)S(=O)(=O)CC)cc1,7.9,0.979

# The listing, previewed entries included:
SMILES,HCV NS3h FP,Cy5 interf NS3h
CC(=O)c1ccc(NC(=S)NC(=O)/C=C/c2ccccc2)cc1,5.1,1.06
COc1ccccc1N(CC(=O)N(C)Cc1ccccc1)S(=O)(=O)c1ccccc1,19.7,1.06
Cc1nc2ccccc2n1S(=O)(=O)c1ccc(F)cc1,18.2,0.948
O=C1NN(c2ccccc2)C(=O)/C1=C/c1ccc(Br)o1,93.5*,1
O=[N+]([O-])c1ccc(NN=C2CCCCC2)c([N+](=O)[O-])c1,-4.5,0.921
O=C(NCc1cccnc1)c1c(Cl)cccc1Cl,2.7,1.06
COc1ccccc1N1CCN(C(=O)COc2ccccc2)CC1,0.0,1.01
O=C(Nc1ccc2c(c1)oc1ccccc12)c1cccc2ccccc12,5.2,0.947
O=C1C2C3C=CC(CC3)C2C(=O)N1c1ccc2c(c1)OCO2 (stereo not given),1.8,1.03
COc1cc(/C=c2/sc3nc4ccccc4n3c2=O)cc(I)c1OCc1ccccc1,4.6,1.02
O=C(O)/C=C/C(=O)Nc1ccc(-c2ccc(NC(=O)/C=C/C(=O)O)cc2)cc1,21.0,0.894
CC(C)(C)c1ccc(C(=O)NCCSc2nc3ccccc3s2)cc1,11.7,0.985
O=C(NC(=S)Nc1ccc(NC(=O)c2ccco2)c(Cl)c1)c1ccco1,1.3,0.938
CCc1ccccc1NC(=O)CN(c1ccc(C)cc1)S(=O)(=O)c1ccc(SC)cc1,17.7,0.865
CCOC(=O)C1=NNC2C(=O)N(c3ccccc3C)C(=O)C12 (stereo not given),0.7,1.03
CCc1ccccc1NC(=O)CN(c1ccc(OC)cc1)S(=O)(=O)c1ccc(C)cc1,12.8,0.968
CCc1ccc(NC(Nc2ccc(CC)cc2)=C(S(=O)(=O)CC)S(=O)(=O)CC)cc1,7.9,0.979
Nc1nnc(SCC(=O)N2c3ccccc3CCc3ccccc32)s1,-13.6,1.05
COc1ccc(C(=O)Nc2ccc(C(N)=O)cc2)cc1[N+](=O)[O-],-1.6,0.782*
Cc1ccc2cccc(OC(=O)c3ccc(Br)o3)c2n1,0.9,1.01
O=C1NN(c2ccc(Br)cc2)C(=O)/C1=C\c1ccc(-c2cccc(C(=O)O)c2)o1,23.4,0.933
COCCN1C(=O)/C(=C/c2ccccc2F)SC1=S,19.3,1.01
O=C(/C=C/c1ccccc1Cl)Nc1cccc(Br)c1,6.6,1
Cc1cc(C)cc(NC(=O)c2ccc(I)cc2)c1,11.6,0.981
O=C(Nc1ccc2c(c1)OCO2)c1nn2c(c1Br)NC(c1cccs1)CC2C(F)(F)F (stereo not given),13.4,1.02
O=C(c1ccc([N+](=O)[O-])cc1Cl)N(Cc1ccccc1)c1ccccn1,10.7,1.04
O=C(Oc1cccc2ccccc12)c1cccc([N+](=O)[O-])c1,5.1,0.989
C/C(=C\C(=O)c1ccc(Br)cc1)Nc1ccccc1C,6.1,1.03
O=C(Nc1ccc(F)cc1)c1ccco1,2.2,1.01
O=C(Nc1ccc(Cl)cc1)c1ccc2c(c1)OCCO2,27.0,1.13
CCCCCCN1C(=O)C(O)=C(C(C)=O)C1c1ccc(F)cc1 (stereo not given),-2.8,0.958
CS(=O)(=O)N(CC(=O)Nc1cccc(Br)c1)c1cccc(Cl)c1,13.4,0.905
CC(C)NC(=O)/C(=C/c1ccccc1)c1ccccc1,7.4,1.01
COc1cc(CC(=O)O)c([N+](=O)[O-])cc1OC,-3.4,0.653*
Cc1ccc(S(=O)(=O)NCCNc2cc(Cl)ccc2[N+](=O)[O-])cc1,15.2,0.893
CCOc1cc(/C=C2/SC(=S)NC2=O)ccc1OCc1ccc(Cl)c(Cl)c1,-5.0,1.06
COC(=O)/C(=C/C(=O)c1ccc([N+](=O)[O-])cc1)Nc1ccc(Br)cc1,0.0,1.01
CCSc1nc2ccccc2n1CC(=O)Nc1ccc(F)cc1,5.4,1.01
O=C(c1ccccc1)N1CCN(c2ncnc3c2cnn3-c2ccccc2)CC1,0.0,0.995
Clc1ccc(-c2nc(-c3ccc(Br)cc3)no2)c(Cl)c1,-0.7,1.06
O=C1CSC2(C(=O)Nc3ccccc32)N1c1cccc(Cl)c1 (stereo not given),-0.3,0.987
COc1cc(Br)cc(/C=C2/SC(=S)N(CC(=O)O)C2=O)c1O,18.4,1.03
O=C(Nc1ccc(-c2nc3ccccc3o2)c(O)c1)c1ccc(-c2cccc(Cl)c2)o1,-38.4,1.18
Cc1ccsc1/C=C1\SC(=O)NC1=O,30.8,0.988
O=C(COc1ccccc1[N+](=O)[O-])Nc1ccc(Cl)c(Cl)c1,0.3,0.993
Cc1ccc(/C=N/NC(=O)c2ccc(O)cc2)cc1,-4.4,0.968
CCOc1ccc2oc(C)c(C(=O)OC)c2c1,21.6,0.829
COc1ccc(C2=N/C(=C/c3ccc([N+](=O)[O-])cc3)C(=O)N2c2ccc(O)cc2)cc1,16.1,0.791*
CCOc1ccc(C(O)c2cnc(CC)n2C)cc1 (stereo not given),-1.8,0.984
CC1(C)CC(=O)C2=C(C1)OC1=C(C(=O)CC(C)(C)C1)C2c1cccc([N+](=O)[O-])c1,14.9,1.01
CC(=O)Nc1cccc(-c2nc3ccccc3s2)c1,4.5,1.1
CCc1c(C)c(C#N)c2nc3ccccc3n2c1N1CCCCC1,-1.7,0.998
COc1ccc(C2CC(=O)C3=C(C2)Nc2ccccc2NC3c2ccccc2Cl)cc1OC (stereo not given),9.1,0.995
Cc1cccc(C)c1NC(=O)C12CC3CC(CC(C3)C1)C2,5.4,1.19
O=C(c1cccc2c(Br)cccc12)N1CCN(c2ccc([N+](=O)[O-])cc2)CC1,11.7,1.02
Cc1ccc(N2C(=O)CC(N3CCN(Cc4ccccc4)CC3)C2=O)cc1 (stereo not given),-1.0,1.03
COc1ccc(C(=O)Nc2sc3c(c2C(N)=O)CCCC3)cc1,-26.6,0.862
Cc1cccc(NC(=O)Nc2ccc(-c3nc4ccccc4s3)cc2)c1,-6.3,1.11
O=C(CC(Nc1cccc(Cl)c1)c1ccc(F)cc1)c1ccccc1 (stereo not given),5.8,1
Cc1ccc(N2CN=C(c3ccccc3)NC2=S)cc1,14.1,0.753*
# Additional results follow.
SMILES,HCV NS3h FP,Cy5 interf NS3h
COc1ccc(C(=O)Nc2cc(C(F)(F)F)ccc2Cl)cc1OC,24.4,1.05
O=C(NCCCn1ccnc1)C(=O)Nc1ccc(F)cc1,-0.7,1
COc1ccc(NC(=O)CSc2nc3ccccc3s2)c(OC)c1,4.0,0.626*
Cc1ccc(N2C(=O)C(Cl)=C(N3CCN(C)CC3)C2=O)cc1,4.1,1.03
Cc1ccc(C(O)C#CC(O)(c2ccccc2)c2ccccc2)o1 (stereo not given),14.3,0.927
CCOC(=O)COc1ccc2c(c1)c(C(=O)OCC)c(C)n2C,24.2,0.964
O=C(Nc1ccc(OCc2ccccc2)cc1)c1ccccc1Br,20.5,1.08
O=C(O)CCCNC(=O)c1ccccc1NC(=O)c1ccccc1,-2.8,1.08
O=C(Nc1c(-c2ccccc2)nc2ccccn12)c1ccco1,2.4,0.993
CCOC(=O)C1=C(C)N(c2ccccc2)C(C)=C(C(=O)OCC)C1c1ccc([N+](=O)[O-])cc1,2.7,0.95
O=C(CN1C(=O)S/C(=C/c2ccccc2F)C1=O)Nc1ccccc1,13.4,1.04
Cc1ccc(-c2csc(NC(=O)c3ccc(Cl)cc3)n2)cc1,4.6,1.05
O=C1NC(=S)NC(=O)C1=Cc1ccc(OCc2ccccc2Cl)cc1,47.6*,0.888
O=S(=O)(Nc1ccccc1CO)c1ccc2ccccc2c1,13.4,0.998
CCOC(=O)C1=C(C)N=c2s/c(=C/c3ccco3)c(=O)n2C1c1cccs1 (stereo not given),8.7,1.01
O=C1C=CC(=NS(=O)(=O)c2cc(Cl)ccc2Cl)C=C1,11.9,0.923
CC(=O)c1c(C)oc2ccc(O)c(N)c12,4.6,0.917
C/C(=N\N)c1ccc(-c2ccccc2)cc1,1.6,1.03
Cc1oc(C(=O)O)cc1COc1ccc(-c2ccccc2)cc1,3.2,1.05
CS(=O)(=O)N(CC(=O)NCCc1ccccc1)c1cc(Cl)cc(Cl)c1,2.3,1
CN(C)CCC(=O)c1cccs1,1.9,1.05
O=C1c2cccc3cccc(c23)C(=O)N1CC1CCN(S(=O)(=O)c2cccs2)CC1,15.6,1
Cc1cc(C)c(NC(=O)c2cccc(N3C(=O)c4ccc(C(=O)Nc5c(C)cc(C)cc5C)cc4C3=O)c2)c(C)c1,18.1,1.02
O=[N+]([O-])c1cccc(-c2nc(-c3ccccc3)c(-c3cccs3)[nH]2)c1,11.7,0.967
CCCCNC(=O)/C(=C/c1ccc(C)o1)NC(=O)c1ccccc1,16.8,0.66*
Clc1ccc(CN2CCN(/N=C\c3ccc(Cl)c(Cl)c3)CC2)cc1,13.0,0.923
CCN1C(=O)/C(=C\c2ccccc2OS(=O)(=O)c2ccccc2[N+](=O)[O-])SC1=S,6.5,0.95
Cc1cc(Nc2ccc(O)cc2)n2c(nc3ccccc32)c1C#N,1.4,1.09
CS(=O)(=O)N(Cc1ccco1)CC(O)Cn1c2ccccc2c2ccccc21 (stereo not given),3.2,0.949
O=C(/C=C/c1ccco1)Nc1ccc(NC(=O)c2ccc(Cl)cc2Cl)cc1,7.5,1.03
O=C1/C(=C/c2cccs2)N=C(c2cccs2)N1Nc1ccccc1,9.7,0.916
COc1ccc(OCC(=O)Nc2cccc(C(C)=O)c2)cc1,5.0,1.08
Cc1nc(-c2ccc(Br)cc2)[nH]c(=O)c1C,4.1,1.04
COc1cc(C(=O)Nc2ccccc2OC(C)C)cc(OC)c1OC,11.8,1.05
CC1=NN(c2ccccc2)C(=O)/C1=C\c1ccc(-c2ccc3c(c2)C(=O)NC3=O)o1,-9.4,0.87
c1cnc2cc3c(cc2n1)Nc1nonc1N3,2.0,1.08
COc1ccccc1N1C(=O)c2ccc3c4c(ccc(c24)C1=O)CC3,4.5,1.05
CCOc1cc(OCC)cc(C(=O)Nc2ccc(Br)cc2)c1,2.3,0.98
O=C(NCCOc1ccccc1F)c1cc(F)c(F)cc1Cl,0.7,1.01
CCOc1ccc2c(=O)c(-c3nc4ccccc4s3)coc2c1,6.1,1.02

# Individual results from the list:
# Under Cy5 interf NS3h, O=C1/C(=C/c2cccs2)N=C(c2cccs2)N1Nc1ccccc1 shows 0.916
# Under HCV NS3h FP, O=C(CN1C(=O)S/C(=C/c2ccccc2F)C1=O)Nc1ccccc1 shows 13.4

# The results go on.
SMILES,HCV NS3h FP,Cy5 interf NS3h
CCOc1ccc(C(=O)Nc2cc3nn(-c4ccc(C)cc4)nc3cc2C)cc1[N+](=O)[O-],5.2,1.04
COc1ccc(C(=O)N/C(=C/c2ccc(-c3ccc(Cl)cc3)o2)C(=O)N(C)C)cc1,19.9,0.862
Cc1ccc(/C=N\N=C2/NC(=O)C(CC(=O)Nc3ccccc3C(F)(F)F)S2)o1 (stereo not given),8.2,1.15
Cc1ccc([N+](=O)[O-])cc1N[C@@H]1OC[C@@H](O)[C@H](O)[C@H]1O,-0.7,1.15
COC(=O)C1C(=O)CC(C)(O)C(C(=O)OC)C1c1ccc(Br)cc1 (stereo not given),6.3,1.05
Cc1ccc(N2CCN(C(=O)Nc3ccc(Cl)cc3)CC2)cc1,-7.2,0.985
O=C1c2ccccc2C(=O)N1CCc1nc2ccccc2c(=O)n1-c1nccs1,16.1,0.59*
O=C(NC12CC3CC(CC(C3)C1)C2)C1CC(=O)N(c2ccccc2)C1 (stereo not given),3.1,0.997
Cn1c(-c2ccccc2Br)n[nH]c1=S,1.3,1.07
O=C(/C=C/c1ccc(OC2CSC2)cc1)c1ccc(Cl)cc1,13.9,1.05
Cc1cccn2c(=O)c(/C=C3\SC(=S)N(CC4CCCO4)C3=O)c(NCCc3ccccc3)nc12 (stereo not given),8.1,1.06
COC(=O)c1c(C)oc2ccc(OC(=O)C(C)(C)C)cc12,11.1,0.967
Cc1nnc(SCc2ccccc2)[nH]c1=O,-1.6,1.07
COC(=O)c1c(NC(=O)/C=C\C(=O)O)sc(C)c1C,-2.2,1.18
CCOc1cc(C=C2C(=O)NC(=S)NC2=O)cc(Br)c1OCCOc1ccccc1C,12.8,0.949
O=C(Nc1cc(C(F)(F)F)ccc1Cl)C1CC(=O)N(c2ccc(F)cc2)C1 (stereo not given),10.6,1.04
CCN1C(=O)c2cccc3c(NC(=O)c4ccc(C(=O)c5ccccc5)cc4)ccc1c23,-0.7,0.955
CC(=O)Nc1ccc(C(=O)Nc2ccc([N+](=O)[O-])cc2)cc1,-4.0,0.742*
